Assay outcomes from PubChem.
M4 antag: antagonists of human muscarinic M4 receptor (CHRM4); P08173; CHO-hM4 cells, ACh EC80, Fluo-8 calcium fluorescence; inhibition, % at 3 µM; actives 0.73% (n = 360,000); AID 624125;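 active = inhibition above its plate's cutoff, the mean inhibition of sample wells plus 3 SD, cut at about 27% in these data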;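 note: 0% = acetylcholine EC80 with DMSO and 100% = DMSO without agonist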
Target sequence (P08173 whole entry, looked up): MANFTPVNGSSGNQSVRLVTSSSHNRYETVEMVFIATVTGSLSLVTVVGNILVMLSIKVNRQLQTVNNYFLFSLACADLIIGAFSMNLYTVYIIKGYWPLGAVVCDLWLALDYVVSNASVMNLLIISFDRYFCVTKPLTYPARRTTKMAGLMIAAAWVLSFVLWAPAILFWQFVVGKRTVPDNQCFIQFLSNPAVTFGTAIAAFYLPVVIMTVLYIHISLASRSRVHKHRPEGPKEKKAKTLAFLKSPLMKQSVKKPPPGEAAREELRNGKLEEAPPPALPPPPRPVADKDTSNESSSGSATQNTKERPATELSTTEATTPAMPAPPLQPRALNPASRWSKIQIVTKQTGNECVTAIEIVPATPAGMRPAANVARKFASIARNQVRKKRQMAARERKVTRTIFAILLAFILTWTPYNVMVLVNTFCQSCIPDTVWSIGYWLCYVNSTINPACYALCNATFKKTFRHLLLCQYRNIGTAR
CHRM5 PAM: CHRM5 positive allosteric modulation; CHO-K1 hM5, Fluo-8 calcium, ACh EC20 PAM; 0% = ACh EC20, 100% = ACh EC100; activation, % at 3 µM; P08912; AID 624038; actives 0.3% (n = 360,000);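 active = activation above the run cutoff, the mean activation of all test compounds plus 3 SD, cut at about 18% in these data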
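system = human M5 receptor in CHO-K1 cells | reagent = EC20 acetylcholine as agonist stimulus | compound dosing = single-point, 3 µM nominal | incubation = Fluo-8 loading 80 min at 37 °C plus 30 min room temperature | detection = Fluo-8 calcium dye fluorescence, kinetic read | benchmarks = low control EC20 acetylcholine (0%), high control EC100 acetylcholine (100%)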
M5 ag: agonists of human muscarinic M5 receptor (CHRM5); AID 624037; activation, % at 3 µM; actives 0.19% (n = 360,000); CHO-K1 hM5 cells, Fluo-8 calcium fluorescence; 0% DMSO wells, 100% maximal acetylcholine response;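 active = activation above the run's mean over test compounds plus 3 SD, cut at about 23% in these data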;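 note: signal is peak over basal fluorescence ratio across the kinetic read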
CHRM4 agonist: agonists of human muscarinic M4 receptor (CHRM4); CHO-K1 hM4/Gqi5, Fluo-8 calcium fluorescence; vehicle 0%, full acetylcholine response 100%; P08173; actives 0.14% (n = 360,000); AID 624127; activation, % at 3 µM;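 active = activation above the run mean over all test wells plus 3 SD, cut at about 32% in these data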;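 note: peak over basal fluorescence ratio per well then scaled between controls; 0% = DMSO wells and 100% = acetylcholine at EC100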
M1 PAM: positive allosteric modulators of human M1 muscarinic receptor | P11229 | AID 588819 | actives 0.088% (n = 360,000) | CHO-K1 hM1, Fluo-8 calcium fluorescence, ACh EC20; 0% = ACh EC20, 100% = maximal ACh | activation, % at 3 µM; in the data active = activation above about 19%, passing the limit was not always enough
M1 antag: human CHRM1 antagonism | P11229 | CHO-K1 hM1, Fluo-8 calcium fluorescence, ACh EC80 antagonist | inhibition, % at 3 µM | actives 1.3% (n = 360,000);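 active = percent inhibition above its own plate's cutoff, namely the mean of that plate's compound wells plus 3 SD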;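 note: peak over basal fluorescence ratio during 140 s after agonist addition; 0% = ACh EC80 plus DMSO and 100% = DMSO alone without agonist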
CHRM5 antagonist: CHRM5 antagonism in calcium assay; actives 0.59% (n = 360,000); AID 624040; inhibition, % at 3 µM; P08912; CHO-hM5 cells, Fluo-8 calcium fluorescence, ACh EC80;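 active = inhibition above a per-plate cutoff, the mean of that plate's test compounds plus 3 SD, cut at about 27% in these data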;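 note: 0% = acetylcholine EC80 with DMSO and 100% = DMSO without agonist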
M1 ag: activates human CHRM1 receptor; actives 0.33% (n = 360,000); AID 588814; P11229; activation, % at 3 µM; CHO-K1 hM1, Fluo-8 calcium fluorescence, agonist mode; 0% DMSO, 100% acetylcholine EC100;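 active = activation above the run's mean compound activation plus 3 SD, cut at about 16% in these data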;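 note: peak over basal fluorescence ratio within a 140 s kinetic read after compound addition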
TAAR1 agonist: agonists of human TAAR1; activation, % at 3 µM; actives 0.99% (n = 360,000); Q96RJ0; CHO RD-HGA16 TAAR1, Fluo-8 calcium fluorescence; vehicle wells 0%, saturating PEA agonist 100%;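 active = activation above the mean activation of all test compounds in the run plus 3 SD, cut at about 38% in these data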
Target sequence (Q96RJ0 whole entry, looked up): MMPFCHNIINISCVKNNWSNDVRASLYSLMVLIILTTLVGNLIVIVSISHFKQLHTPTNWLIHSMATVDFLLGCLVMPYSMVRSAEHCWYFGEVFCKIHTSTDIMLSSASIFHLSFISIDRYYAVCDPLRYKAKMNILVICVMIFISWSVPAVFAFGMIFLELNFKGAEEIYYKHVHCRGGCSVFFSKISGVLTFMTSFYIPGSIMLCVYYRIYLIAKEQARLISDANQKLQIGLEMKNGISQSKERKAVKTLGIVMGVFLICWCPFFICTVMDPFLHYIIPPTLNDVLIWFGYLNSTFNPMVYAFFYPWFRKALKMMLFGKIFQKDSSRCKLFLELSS
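Test system: RD-HGA16 (CHO) cells co-expressing Gα16 and hTAAR1; dosing: one-point dosing at 3 µM (nominal); timing: 17-24 h seeding, 75 min 37 °C dye, 30 min RT; signal: kinetic Fluo-8 calcium fluorescence; read-out basis: % activation relative to PEA EC100 response; controls: DMSO and PEA EC100; replicates: n 1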
Numbers without * were called inactive; · = no result given. A portion of the library; rates above refer to the full screens.

SMILES	M4 antag	CHRM5 PAM	M5 ag	CHRM4 agonist	M1 PAM	M1 antag	CHRM5 antagonist	M1 ag	TAAR1 agonist
COc1ccc(CNC(=O)CN=C2NC(=O)C(c3ccccc3)(c3ccccc3)N2)cc1	6	-1	1	5	3	5	7	-5	11
Cc1noc(C)c1S(=O)(=O)NC(=O)C1(C)CCN1C(=O)Cc1ccc(-c2ccccc2)cc1 (stereo unspecified)	-4	-2	1	1	9	-12	-4	-2	0
CCC1=Nc2cc(C(=O)NCCCN3CCN(C)CC3)ccc2Sc2ccccc21	9	0	-7	0	-16	3	5	-14	2
Cc1ccc([C@@H]2[C@@H]3C(=O)N(C)C(=O)[C@@H]3[C@]3(C)C(=O)N(CCO)CC(=O)N23)o1	-1	9	0	1	-3	11	10	-4	4
COc1ccc(CSc2nnnn2C)cc1[N+](=O)[O-]	-7	10	-12	0	0	0	-14	-3	2
COc1cc(NC(=S)N2CCC(C(O)(c3ccccc3)c3ccccc3)CC2)cc(OC)c1	3	-1	-10	0	5	-1	4	-12	0
Cn1c(Cc2ccccc2)nnc1SCC(=O)N1CCCCC1	95*	2	-1	-1	12	-15	-2	-3	2
O=C(COC(=O)Cn1[nH]c(=O)c2ccccc2c1=O)NNC(=O)c1ccc(Br)cc1	1	-5	-1	0	-2	15	8	-6	2
N#Cc1c(SCC(=O)Nc2ccc(C(F)(F)F)cc2)sc2c(O)cc(=O)[nH]c12	17	0	-2	0	3	-3	2	-5	-2
Cc1cc(OCC(=O)Nc2ccc(OCc3ccccc3)cc2)nc(C(C)C)n1	-1	3	-2	3	4	0	-1	-2	7
COC(=O)c1ccc(OCc2nn[nH]n2)cc1	-6	-8	-4	1	-5	17	14	-1	3
CC1(C(=O)NS(=O)(=O)Cc2cccc(Cl)c2)CCN1C(=O)CCc1ccccc1 (stereo unspecified)	-4	3	1	1	5	-10	-8	7	5
COc1ccccc1CSc1nc2ccccc2[nH]1	6	-4	-1	3	-6	-14	-4	-9	3
CN(Cc1ccccc1)c1nc(CN2CCOCC2)nc2scc(-c3ccccc3)c12	-3	-6	-7	1	-15	6	4	-8	3
Cc1ccc(N(C(=O)c2ccco2)C2C=CS(=O)(=O)C2)cc1 (stereo unspecified)	-3	-3	0	1	11	-6	2	-7	4
CCOc1ccc(NC(=O)N(C2CCCCC2)C2CCN(C(C)=O)CC2)cc1	-8	-2	1	1	-3	9	-4	-2	0
CC(=O)Nc1ccc(NC(=O)CCC(=O)OCC(=O)c2ccc(F)cc2)cc1	-11	3	-2	1	15	-15	-7	0	3
O=C1CCS/C(=N\N=C\c2ccc(Cl)cc2Cl)N1	10	-12	0	9	-2	8	12	-3	4
CN(CC(=O)O/N=C(\N)c1ccc([N+](=O)[O-])cc1)S(=O)(=O)c1ccccc1	-1	-15	3	10	-2	-5	-6	2	4
COc1ccc(C(=S)N2CCN(c3ccccc3Cl)CC2)cc1OC	-7	8	-4	2	9	-6	-14	-4	2
Cc1ccccc1/C=C/c1nc2ccccc2c(=O)n1Cc1ccccc1	10	-10	-7	0	-2	-8	0	-10	-2
O=[N+]([O-])c1ccc(Cc2ccc([N+](=O)[O-])cc2)cc1	1	-5	-2	1	-1	-2	10	-5	1
O=C(C1CCN(S(=O)(=O)N2CCCCC2)CC1)N1CCCCC1	-16	1	-1	2	5	-1	-3	-4	5
Nc1nc2ncccn2c1-c1ccc(F)cc1	-11	-7	-1	2	·	·	21	·	3
COc1ccc(C(=O)NCC(=O)N/N=C(\C)Cc2ccccc2)cc1	6	-5	-2	10	6	-1	12	-3	4

Later entries
SMILES	M4 antag	CHRM5 PAM	M5 ag	CHRM4 agonist	M1 PAM	M1 antag	CHRM5 antagonist	M1 ag	TAAR1 agonist
CC(=O)C[C@H]1c2ccccc2S(=O)(=O)N1C1CCCC1	11	2	-1	1	6	-7	14	-11	5
O=C1CCCc2ccccc2N1Cc1ccccc1	-7	-7	-7	0	23	-12	-6	-12	-1
O=C(Cn1cnc2c(nnn2-c2ccccc2)c1=O)NCc1ccco1	-7	-7	0	0	-1	-1	2	-1	1
CCCCc1ccc(NC(=O)Nc2cccnc2)cc1	-2	-9	2	9	5	-3	12	0	3
CCCC1OC(c2cc3c(cc2Cl)OCO3)OCC1CC (stereo unspecified)	-9	13	3	3	8	-24	-14	0	9
Cc1csc(SCC(=O)Nc2sc3c(c2C#N)CCC3)n1	4	5	0	-1	2	-3	-3	-1	5
NC(=O)CC(NC(=O)Cc1ccc(Cl)cc1)c1ccc(NC2CCCCCCC2)c([N+](=O)[O-])c1 (stereo unspecified)	-6	0	-1	2	5	-4	10	-2	0
Cc1ccc(NCc2nnc(SCC#N)o2)c(C)c1	14	-1	0	0	7	-4	-3	-4	3
COc1ccc(C(=O)Cn2c(NCCCO)nc3ccccc32)cc1	3	-1	1	1	9	-19	3	1	5
C=CCn1c(=O)c2c(nc3n2CC(C)CN3c2cccc(OC)c2)n(C)c1=O (stereo unspecified)	4	-10	-2	1	3	-2	1	-6	-3
CCOC(=O)C(C)Sc1ccc2nnc(CCNS(=O)(=O)c3ccccc3)n2n1 (stereo unspecified)	-2	-9	-6	1	14	-8	-8	-12	10
CCOC(=O)c1ccccc1NC(=O)C1CC(=O)N(C(C)(C)C)C1 (stereo unspecified)	2	-1	0	0	11	-13	1	0	0
O=C(O)C(c1ccccc1)N1CCCC1 (stereo unspecified)	10	3	-5	0	11	-11	2	-3	2
Cc1cccc(NC(=O)CSc2nccn2Cc2ccco2)c1	3	-6	-4	1	2	4	10	-1	2
CCn1c2ccccc2c2cc(NC(=O)Cc3ccc(S(=O)(=O)N4CCOCC4)s3)ccc21	-4	-2	-3	2	2	0	-10	-5	8
Cc1nc2ccccc2c(=O)n1NC(=O)c1cccc([N+](=O)[O-])c1	2	6	-1	1	3	0	-14	-7	0
O=S1(=O)N=C(Nc2ccc(S(=O)(=O)N3CCCCC3)cc2)c2ccccc21	5	-1	-1	2	2	1	1	-4	8
Cc1ccc(CN2CCC(=O)N2)cc1	4	-2	-3	1	14	-16	5	-4	4
C[C@]12CCC[C@H](O1)[C@H]([C@@H](O)c1ccccc1)O2	3	-3	1	-1	16	-15	7	3	·
COc1cc(NC(=O)C(=O)Nc2ccc3nc4n(c(=O)c3c2)CCCCC4)cc(OC)c1OC	6	-1	7	0	3	-6	-5	-3	0
Cc1cc(NC2CCCCC2)nc(N2CCOCC2)n1	-16	7	1	1	2	-6	-8	-7	4
COc1ccc(Nc2ncnc3c2cnn3Cc2ccc(C)cc2)cc1	-4	-7	-3	9	-5	-10	3	-3	13
Cc1ccc(CN(C)C(=O)c2ccc(NS(=O)(=O)c3ccc4[nH]c(=O)[nH]c4c3)cc2)cc1	2	-3	1	1	4	-19	3	-1	2
COc1ccc(OC)c(NC(=O)C(=O)N/N=C/c2ccccc2[N+](=O)[O-])c1	-7	3	2	0	3	1	0	-4	16
CSc1ncnc2c1ncn2CCCN[C@H](C)c1cccc2ccccc12	1	3	-2	1	2	-8	7	-9	2

Copied from the entries so far (five entries):
SMILES	M4 antag	CHRM5 PAM	M5 ag	CHRM4 agonist	M1 PAM	M1 antag	CHRM5 antagonist	M1 ag	TAAR1 agonist
O=C(COC(=O)Cn1[nH]c(=O)c2ccccc2c1=O)NNC(=O)c1ccc(Br)cc1	1	-5	-1	0	-2	15	8	-6	2
N#Cc1c(SCC(=O)Nc2ccc(C(F)(F)F)cc2)sc2c(O)cc(=O)[nH]c12	17	0	-2	0	3	-3	2	-5	-2
Cc1cc(OCC(=O)Nc2ccc(OCc3ccccc3)cc2)nc(C(C)C)n1	-1	3	-2	3	4	0	-1	-2	7
COC(=O)c1ccc(OCc2nn[nH]n2)cc1	-6	-8	-4	1	-5	17	14	-1	3
CC1(C(=O)NS(=O)(=O)Cc2cccc(Cl)c2)CCN1C(=O)CCc1ccccc1 (stereo unspecified)	-4	3	1	1	5	-10	-8	7	5

The listing continues.
SMILES	M4 antag	CHRM5 PAM	M5 ag	CHRM4 agonist	M1 PAM	M1 antag	CHRM5 antagonist	M1 ag	TAAR1 agonist
CC(C)(C)OC(=O)NCc1ccc(NC(=O)c2nc[nH]c2C(=O)NCCNC(=O)c2[nH]cnc2C(=O)Nc2ccc(CNC(=O)OC(C)(C)C)cc2)cc1	1	5	1	1	-5	10	8	-3	·
S=C(NCc1ccco1)N1CCN(Cc2ccc(Cl)cc2Cl)CC1	-3	-5	-2	3	5	-2	0	-3	2
COc1ccc(-c2nc(N)nc(C(F)(F)F)c2-c2ccccc2OC)c(O)c1	-18	-5	-5	1	5	-14	11	-7	1
Cc1ccc(Cl)cc1NC(=O)CN1C(=O)COc2ccc(S(=O)(=O)N3CCOCC3)cc21	3	13	-3	0	6	-7	5	1	0
CCCOc1ccc(Br)cc1/C=N/O	-4	3	-4	-2	3	-9	7	-5	5
COc1ccc(CC(N)c2csc(NC(=O)Cc3ccccc3)n2)cc1 (stereo unspecified)	2	0	3	18	2	-7	4	8	56*
COc1cc(OC)cc(-c2c(-c3ccc(F)cc3)c3cc(-c4ccc(OC)nc4)ccc3n2C)c1	-14	5	-1	2	15	-13	7	-1	4
COc1cccc(C(=O)Cn2c(=O)n(CCC(=O)NCC3CCCO3)c(=O)c3cc(OC)c(OC)cc32)c1 (stereo unspecified)	-10	-5	-1	1	5	-7	4	-6	0
Cc1cnc(N)nc1-c1ccccc1	-16	1	-1	0	8	-8	1	-4	0
CCN(CC)C(=O)COc1ccc(CC(=O)O)cc1OC	-5	4	1	1	1	-13	-3	-3	4
Cc1ccc(CNC(=O)COc2ccc(C)nc2[N+](=O)[O-])cc1	-1	2	-3	0	3	0	1	-8	7
CC1CCN(C(=O)C2CCN(c3ncnc4c3nc3n4CCCCC3)CC2)CC1	14	-4	-9	3	6	-11	13	-5	0
CC1(C)CC(NC(=O)C(F)(F)F)CC(C)(C)N1OC(=O)c1ccco1	8	7	1	0	12	-1	-1	-1	15
CN(C)N=C1c2cc(S(=O)(=O)N3CCOCC3)ccc2-c2ccc(S(=O)(=O)N3CCOCC3)cc21	0	-2	-1	2	3	-14	2	-7	0
CCN(N=O)[C@@H](Cc1ccccc1)CN(N=O)[C@@H](Cc1ccccc1)CN(C)N=O	-1	-1	3	3	6	-5	5	-2	7
CCOC(=O)c1nnn2c1nc(N1CCCCC1)c1ccccc12	7	-6	0	0	-1	6	13	-3	2
CC(C)c1ccc(S(=O)(=O)N2CCN(C(=O)[C@@H]3CCCN3C(=O)c3cccs3)CC2)cc1	3	0	1	2	0	-2	11	-4	4
CCN(CC(=O)Nc1ccc(NC(C)=O)cc1)CC(=O)Nc1ccc(F)c(Cl)c1	1	-6	-1	8	2	-3	6	-5	7
O=C(Oc1ccccc1C(=S)N1CCOCC1)c1ccccc1	6	6	0	1	1	5	-2	-4	3
CN(C)C(CNc1ncnc2sccc12)c1ccccc1 (stereo unspecified)	2	-19	-11	2	-33	47*	4	-14	13
Cc1ccnc2nc(C(=O)OCC(=O)N(C)C3CCCCC3)nn12	-4	-5	1	0	7	-8	6	-1	3
CC1CCN(S(=O)(=O)c2ccc3[nH]c(=O)cc(C(=O)O)c3c2)CC1	-5	3	0	0	4	1	1	-2	9
COC(=O)CC(NS(=O)(=O)c1cccs1)c1ccccc1Cl (stereo unspecified)	-4	-2	-2	1	6	-2	-4	-3	2
